Screening results (PubChem)
LYPLA1 inh: counter-screen for PME1 inhibitors: inhibitors of human LYPLA1; O75608; inhibition, % at 5.9 µM; AID 2174; recombinant LYPLA1, FP-Rh probe fluorescence polarization; 320,000 tested, 0.16% active;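 active = inhibition above the mean of all tested compounds plus 3 SD, set per campaign, cut at about 14% in these data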;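 also: inhibitors block serine hydrolase probe labeling of LYPLA1 so polarization falls; 0% = enzyme with DMSO and 100% = wells lacking LYPLA1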
PAFAH1B3 FP inh: PAFAH1B3 (human) inhibition; Q15102; recombinant PAFAH1B3, FP-rhodamine probe, fluorescence polarization; inhibition, % at 3.39 µM; 340,000 tested, 0.28% active;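 active = inhibition above the screen-wide average of all tested compounds plus 3 SD, cut at about 25% in these data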;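 also: 0% = enzyme with DMSO only and 100% = wells lacking PAFAH1B3 protein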
Target sequence (Q15102 whole entry, looked up): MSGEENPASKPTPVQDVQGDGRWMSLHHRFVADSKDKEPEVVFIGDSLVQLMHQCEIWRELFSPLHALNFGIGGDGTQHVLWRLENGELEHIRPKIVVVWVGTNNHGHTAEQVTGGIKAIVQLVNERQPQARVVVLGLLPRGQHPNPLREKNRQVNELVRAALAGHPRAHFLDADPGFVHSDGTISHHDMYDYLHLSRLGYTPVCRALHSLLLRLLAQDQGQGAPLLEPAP
LYPLA2 inh: counter-screen for PME1 inhibitors: inhibitors of human LYPLA2. O95372. recombinant LYPLA2, FP-Rh probe fluorescence polarization. inhibition, % at 5.9 µM. 320,000 tested, 0.38% active. AID 2177;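 active = inhibition above the screen-wide mean plus 3 SD, limit set per campaign, cut at about 26% in these data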;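 also: 0% = LYPLA2 with DMSO and 100% = wells lacking LYPLA2 enzyme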
Target sequence (O95372 whole entry, looked up): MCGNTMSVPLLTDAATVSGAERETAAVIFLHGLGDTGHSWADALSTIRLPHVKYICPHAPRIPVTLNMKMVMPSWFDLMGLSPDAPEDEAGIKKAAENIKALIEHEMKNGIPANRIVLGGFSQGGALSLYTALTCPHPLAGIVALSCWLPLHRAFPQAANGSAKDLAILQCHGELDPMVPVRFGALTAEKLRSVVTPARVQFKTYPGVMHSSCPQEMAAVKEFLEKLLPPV
PAFAH2 FP inh: inhibitors of human PAFAH2 | 340,000 tested, 0.99% active | AID 492956 | recombinant PAFAH2, FP-rhodamine activity probe, fluorescence polarization | inhibition, % at 3.39 µM | Q99487;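 active = inhibition above the mean over all tested compounds plus 3 SD, cut at about 30% in these data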;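 also: inhibitors block probe labeling of enzyme so polarization drops; 0% = enzyme with DMSO and 100% = wells lacking PAFAH2 protein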
PAFAH1B2 inh: inhibitors of human PAFAH1B2. P68402. recombinant PAFAH1B2, FP-rhodamine activity probe, fluorescence polarization. inhibition, % at 3.39 µM. 340,000 tested, 1.2% active. AID 492953;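 active = inhibition above the mean of all tested compounds plus 3 SD, cut at about 24% in these data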;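 also: 0% = enzyme with DMSO and 100% = wells lacking PAFAH1B2; many of its hits are not listed in these tables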
Target sequence (P68402 whole entry, looked up): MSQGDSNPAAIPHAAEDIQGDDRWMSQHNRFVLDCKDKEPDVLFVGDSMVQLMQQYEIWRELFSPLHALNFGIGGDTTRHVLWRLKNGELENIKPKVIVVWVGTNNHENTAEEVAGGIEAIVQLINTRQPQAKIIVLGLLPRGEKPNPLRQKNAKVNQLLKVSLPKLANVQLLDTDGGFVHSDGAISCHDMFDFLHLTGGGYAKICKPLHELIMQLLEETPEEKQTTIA
PME-1 primary: blocks human protein phosphatase methylesterase 1; Q9Y570; recombinant PME-1, FP-Rh probe fluorescence polarization; inhibition, % at 5.9 µM; 320,000 tested, 0.53% active; AID 2130;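 active = inhibition above the campaign mean of all compounds plus 3 SD, cut at about 26% in these data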;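 also: competitive labeling of PME-1 active site by serine hydrolase directed probe; 0% = PME-1 with DMSO and 100% = wells lacking PME-1 enzyme; inhibitors block probe labeling so polarization falls and inhibition rises; many of its hits are not listed in these tables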
pPAFAH FP inh: inhibitors of human plasma PAF acetylhydrolase (pPAFAH) | Q13093 | recombinant pPAFAH, FP-rhodamine probe fluorescence polarization | inhibition, % at 3.39 µM | 330,000 tested, 1.5% active | AID 463082;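 active = inhibition above the mean inhibition across the screen plus 3 SD, cut at about 25% in these data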;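 also: inhibitors block binding of the rhodamine activity-based probe so polarization drops; 0% = enzyme with DMSO and 100% = wells lacking pPAFAH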
GSTO1 inh: GSTO1 inhibition, counter-screen for RBBP9 inhibitors | P78417 | recombinant GSTO1, activity-based probe fluorescence polarization | inhibition, % at 5.96 µM | 300,000 tested, 1.1% active;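 active = inhibition above the campaign mean inhibition plus 3 SD, cut at about 35% in these data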;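 also: 0% = GSTO1-1 with DMSO and 100% = wells lacking GSTO1-1 enzyme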
Target sequence (P78417 whole entry, looked up): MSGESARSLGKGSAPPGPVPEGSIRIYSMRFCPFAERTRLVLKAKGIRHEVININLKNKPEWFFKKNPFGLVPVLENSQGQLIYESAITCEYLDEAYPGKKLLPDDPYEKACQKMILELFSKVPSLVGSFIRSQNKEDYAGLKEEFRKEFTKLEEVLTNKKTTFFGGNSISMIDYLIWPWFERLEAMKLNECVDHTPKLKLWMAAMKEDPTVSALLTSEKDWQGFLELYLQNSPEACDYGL
PAD4 inh: PAD4 (human) enzyme inhibition. recombinant PAD4, RCA probe fluorescence polarization. 330,000 tested, 0.41% active. inhibition, % at 6.36 µM;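 active = percent inhibition above a cutoff equal to the mean of all tested compounds plus 3 SD, cut at about 15% in these data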;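 also: 0% = PAD4 with RCA probe and DMSO and 100% = probe without PAD4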
An asterisk follows results filed as active; · = not tested or not shown. Some of the compounds tested; rates above refer to the full screens.

SMILES	LYPLA1 inh	PAFAH1B3 FP inh	LYPLA2 inh	PAFAH2 FP inh	PAFAH1B2 inh	PME-1 primary	pPAFAH FP inh	GSTO1 inh	PAD4 inh
O=C(c1cccs1)c1no[n+]([O-])c1C(=O)c1cccs1	0	8	2	4	4	-8	1	15	2
CC(C)N1CC(C(=O)Nc2nc3ccccc3s2)CC1=O (stereo not given)	-1	5	0	-3	3	1	4	-3	3
O=C(OCc1ccc(F)cc1)c1ccc2c(c1)-c1ccccc1C2=O	-3	5	-4	3	1	0	9	-3	1
O=C(Nc1ccccc1O)c1csc2c1CCCC2	3	-5	6	6	4	3	0	0	-5
CCOC(=O)Cc1csc(NC(=O)C(C)(C)CC)n1	2	4	3	-3	2	1	2	-3	-4
COc1ccc2nc(NC(=O)C3CSC4(C)CCC(=O)N34)sc2c1 (stereo not given)	-1	9	3	-7	2	3	3	0	-7
COc1ccc(C(=O)Nc2ccc(Cl)cc2C(=O)N2CCCC(C)C2)cc1OC (stereo not given)	-1	3	-3	5	1	-1	2	2	2
CCCCOP(=O)(c1ccc(N(C)C)cc1)C(Nc1ccccc1)c1ccccc1 (stereo not given)	0	5	4	5	5	0	7	3	0
CCN1C(=O)[C@@H]2[C@@H](c3ccc(-c4ccc(OC)cc4)c(OC)c3)N3CCCC[C@@]3(C(=O)OC)[C@@H]2C1=O	-3	1	-6	-3	-4	-5	-1	-3	-7
CCCCN(CCCNc1ncnc2nc[nH]c12)c1ccccc1	-3	5	-1	9	5	5	10	4	-4
O=C(c1cc(-c2cccc(O)c2)on1)N1CCCC1	-3	6	2	-4	7	-4	6	-2	-3
CCc1nnc(NC(=O)[C@@H](NC(=O)c2cccc(S(=O)(=O)N3CCOCC3)c2)C(C)C)s1	1	6	2	6	6	-2	3	4	1
CCOC(=O)N1CCN(C(=O)c2cccc(N3C(=O)NC4CC3(C)Oc3ccc(Cl)cc34)c2)CC1 (stereo not given)	4	-2	12	-3	2	5	2	-7	-2
CC(/C=N/NC(=O)c1cc(-c2ccccc2)nc2ccccc12)=C\c1ccco1	-20	-2	-25	-26	-8	-17	0	-12	-5
CN1C(=O)NC(c2ccc(C(F)(F)F)cc2)C2=C1CC(C)(C)CC2=O (stereo not given)	-2	4	5	1	3	1	3	2	1
COc1ccc2nc(/N=C/c3c(C)[nH]n(-c4ccc(C)cc4C)c3=O)sc2c1	2	5	-2	3	4	2	-1	7	-2
O=C(N/N=C\c1coc2ccccc2c1=O)c1ccco1	5	0	0	4	1	1	-1	4	0
COc1ccc(C(C)(C)C)cc1NC(=O)C1CCCO1 (stereo not given)	-1	6	0	-4	4	5	5	-8	2
COc1ccc(OC(=O)c2c(C)nn(-c3ccccc3)c2C)cc1	2	18	6	1	1	-2	9	0	0
COc1ccc(C(=O)CCC(=O)Nc2ccc(N3CCCCC3)cc2)cc1OC	-1	11	-1	4	2	-1	11	3	1
CCN(CC)C(=O)CSc1nnc(-c2ccco2)o1	5	6	8	-3	1	5	3	-2	-2
Cc1nn(-c2ccccc2)c(N2CCCC2)c1/C=N/Nc1ccc(S(=O)(=O)Nc2ccccc2)cc1[N+](=O)[O-]	-4	25	6	0	16	18	11	5	4
COc1ccccc1N1CCN(S(=O)(=O)CCNC(=O)c2cc(OC)c(OC)c(OC)c2)CC1	-3	2	-3	6	2	-5	1	-5	1
O=C1CC(N2CCSCC2)C(=O)N1c1ccccc1 (stereo not given)	2	-1	-1	2	4	-1	-1	3	2
Cc1ccc2c(c1)c1nnc(SCC(=O)N3CCCc4ccccc43)nc1n2CC(=O)O	-10	1	-6	13	5	-3	-7	2	-12
SMILES	LYPLA1 inh	PAFAH1B3 FP inh	LYPLA2 inh	PAFAH2 FP inh	PAFAH1B2 inh	PME-1 primary	pPAFAH FP inh	GSTO1 inh	PAD4 inh
CCCCn1c(NC(=O)c2ccc(Br)o2)c(S(=O)(=O)c2ccccc2)c2nc3ccccc3nc21	-3	50*	-2	17	22	5	-1	58*	-12
CCN(CCO)Cc1csc2ccc(Cl)cc12	-3	4	1	4	6	0	3	-4	-2
Cc1cc(Cl)ccc1OC(C)C(=O)Nc1cnn(CCCC(=O)O)c1 (stereo not given)	-1	5	6	1	1	7	7	3	1
Cc1ccc(C)c(NC(=S)NC(=O)c2cncc(Br)c2)c1	-4	·	6	·	·	-1	-2	6	-2
CCN(CC)CCCNCC(=O)Nc1cc(C)on1	0	5	2	0	3	-5	2	0	-4
CCOc1ccc(-n2c(N)c(-c3nc4ccccc4[nH]3)sc2=S)cc1	0	1	0	0	2	3	9	0	-6
CCOC(=O)C1C(=O)NC(SCC(=O)OC)=C(C#N)C1c1ccccc1OCC (stereo not given)	0	-1	0	-3	0	-2	1	0	1
Cc1ccc(C(=O)Cn2nnc(-c3cccs3)n2)cc1	4	4	20	-2	8	0	8	1	-1
COc1ccccc1C1N(c2ccc(F)cc2)C(=O)C2CCCN21 (stereo not given)	4	1	6	2	-1	-3	6	6	0
Cc1nc2ccccn2c1C(=O)NNS(=O)(=O)c1ccc(Cl)cc1	0	1	-3	5	9	-4	2	14	-2
CC(C)OCCCn1c(NN)nc2ccccc2c1=O	1	8	6	3	-3	3	3	15	-4
CN1C(=O)N(C)C2(c3ccccc3)NNC(N)=NC12c1ccccc1 (stereo not given)	3	·	4	·	·	-1	7	-1	3
Cc1cc(C)c2c(n1)sc1c(=O)[nH]c(SCc3ccccc3)nc12	0	7	3	1	4	-11	1	3	-2
CCOC(=O)c1sc2nc(NC(=O)C3CC3)sc2c1C	-2	2	-5	2	0	-1	0	0	0
FC(F)(F)C1CCCN(c2nsc3ccccc23)C1 (stereo not given)	0	8	-8	6	3	-1	-2	6	5
Cn1c(SCC(=O)Nc2ccccc2)nnc1-c1ccc(NC(=O)CCc2ccccc2)cc1	1	1	-2	-6	0	-4	3	-4	-4
O=C(O)c1c[nH]c2ccc(F)cc2c1=O	0	11	0	2	5	-6	-2	3	-1
O=C(Nc1cccc(Cl)c1)N1CCN(C/C=C/c2ccccc2)CC1	1	5	8	-6	0	-4	-3	-4	0
CCCC(=O)N1CCc2cc(-c3nc(N)sc3C)ccc21	9	4	3	3	2	-4	6	-3	-1
CC(C)(C)c1nnc(NC(=O)CN2C(=O)C3C4C=CC(C4)C3C2=O)s1 (stereo not given)	-3	-7	-3	7	9	-4	-1	0	2
COc1ccc(CC(O)COS(N)(=O)=O)cc1 (stereo not given)	-4	-3	1	-3	0	-1	-1	6	3
O=C(NCc1nc2ccccc2[nH]1)C1=C[C@H](C2CC2)C[C@H](OCCCCO)O1	1	9	5	-6	8	5	0	-1	1
COc1ccc(N(CC(=O)NCc2ccco2)C(=O)CCC(=O)Nc2nccs2)c(OC)c1	5	4	7	-7	3	3	0	3	1
COc1ccc(N2CC(C(=O)N[C@@H](C)C(=O)NCCc3ccccc3)CC2=O)cc1 (stereo not given in full)	3	7	0	-9	2	-4	2	-4	5
Cc1c(C(=S)Nc2ccccc2)cnn1-c1ccccc1	2	2	-1	-8	0	0	-1	7	0

Overlap with the part before: 3 compounds, followed by the next part.
SMILES	LYPLA1 inh	PAFAH1B3 FP inh	LYPLA2 inh	PAFAH2 FP inh	PAFAH1B2 inh	PME-1 primary	pPAFAH FP inh	GSTO1 inh	PAD4 inh
COc1ccc(N(CC(=O)NCc2ccco2)C(=O)CCC(=O)Nc2nccs2)c(OC)c1	5	4	7	-7	3	3	0	3	1
COc1ccc(N2CC(C(=O)N[C@@H](C)C(=O)NCCc3ccccc3)CC2=O)cc1 (stereo not given in full)	3	7	0	-9	2	-4	2	-4	5
Cc1c(C(=S)Nc2ccccc2)cnn1-c1ccccc1	2	2	-1	-8	0	0	-1	7	0
CCc1ccccc1N(C1=NCCCS1)S(=O)(=O)c1ccc(C(C)(C)C)cc1	0	3	-2	2	1	-7	2	7	-2
O=C(O)C1C2C=CC(C2)C1C(=O)NCCCn1ccnc1 (stereo not given)	-3	6	1	-1	4	7	1	-2	-5
O=C(CCC(=O)N1CCN(S(=O)(=O)c2ccccc2)CC1)c1ccc(Br)cc1	·	10	·	13	6	·	-6	·	-7
O=C(CN(c1ccccn1)S(=O)(=O)c1ccccc1)Nc1ccccc1	0	-1	3	-4	1	3	4	5	-3
CCCCn1c(N)c(N(CC)C(=O)c2ccc(N(C)S(=O)(=O)c3ccc(C)cc3)cc2)c(=O)[nH]c1=O	1	8	0	5	2	6	4	5	-2
O=C(c1ccc(F)cc1)N1CCN(Cc2ccccc2Br)CC1	2	7	11	-3	1	2	6	-2	-1
COC(=O)CSc1ccc(-c2nc3ccc(C)cc3[nH]2)cn1	-12	2	-17	-6	1	-35	7	-3	-6
CC(NC(=S)NC1CCCCC1)c1ccc(C(C)(C)C)cc1 (stereo not given)	-4	-2	-8	-2	4	-2	9	-5	-3
Nc1ccc2nc(N3CCOCC3)sc2c1	0	6	8	-2	-1	-1	2	8	-11
N#Cc1ccccc1CN1C(=O)S/C(=C/c2cccn2-c2ccc(C(=O)O)cc2)C1=O	-2	5	6	17	-2	-3	9	3	1
C[C@H](NC(=O)c1nc[nH]c1C(=O)NCc1ccc(CNC(=O)OC(C)(C)C)cc1)C(=O)OCc1ccccc1	·	6	·	-7	-2	·	1	·	2
COc1ccc2[nH]c3c(c2c1)CCN1C(=O)N([C@@H](C)C(=O)NCc2ccc(F)cc2)C(=O)[C@]31C	-2	7	0	-1	2	-4	3	4	-8
O=C(CSc1ncnc2ccccc12)c1ccc2c(c1)OCCO2	-8	16	-5	4	6	5	1	3	0
CCOc1ccc(-c2cccc(NS(=O)(=O)c3cc([N+](=O)[O-])ccc3Cl)c2)nn1	1	-5	0	5	9	19	8	3	0
CCOc1ccccc1N1CCN(C(=S)NCc2ccc(Cl)cc2)CC1	0	12	-1	8	0	-2	3	-2	-9

Part of the list above in order of number of heavy atoms, rising.
SMILES	LYPLA1 inh	PAFAH1B3 FP inh	LYPLA2 inh	PAFAH2 FP inh	PAFAH1B2 inh	PME-1 primary	pPAFAH FP inh	GSTO1 inh	PAD4 inh
COC(=O)CSc1ccc(-c2nc3ccc(C)cc3[nH]2)cn1	-12	2	-17	-6	1	-35	7	-3	-6
O=C(c1ccc(F)cc1)N1CCN(Cc2ccccc2Br)CC1	2	7	11	-3	1	2	6	-2	-1
O=C(CSc1ncnc2ccccc12)c1ccc2c(c1)OCCO2	-8	16	-5	4	6	5	1	3	0
O=C(CN(c1ccccn1)S(=O)(=O)c1ccccc1)Nc1ccccc1	0	-1	3	-4	1	3	4	5	-3
CCc1ccccc1N(C1=NCCCS1)S(=O)(=O)c1ccc(C(C)(C)C)cc1	0	3	-2	2	1	-7	2	7	-2
N#Cc1ccccc1CN1C(=O)S/C(=C/c2cccn2-c2ccc(C(=O)O)cc2)C1=O	-2	5	6	17	-2	-3	9	3	1
C[C@H](NC(=O)c1nc[nH]c1C(=O)NCc1ccc(CNC(=O)OC(C)(C)C)cc1)C(=O)OCc1ccccc1	·	6	·	-7	-2	·	1	·	2
